EphA4 KYL inhibition – inhibitors of EphA4 binding to KYL peptide, primary screen, biochemical, colorimetric, mouse EphA4 (AID 689) | EphA4-AP binding to KYL peptide, pNPP A405; higher % means a stronger effect | inhibition, % at 10 µM, or IC50 in µM where a hit was titrated | 0.1% of 62,000 active; in the data active = a potency from the dose series; inactive = the rest, 99 in 100 with inhibition below about 22%
* hit, by the source's call. The list is partial (hit frequency here may not be typical).

| mol | EphA4 KYL inhibition |
| --- | --- |
| COc1ccc(/C=N/n2c(-c3cccs3)n[nH]c2=S)cc1 | -16% |
| CC1Cc2ccccc2N1C(=O)C1CCCN1S(=O)(=O)c1ccc(Cl)cc1 (stereo not drawn) | -11% |
| COCCCNC(=O)C1CCN(S(=O)(=O)N(CC(C)C)CC(C)C)CC1 | -15% |
| Cc1cccc(C(=O)O)c1NC(=O)c1cccc([N+](=O)[O-])c1 | 14% |
| Clc1ccc(Nc2ncn[nH]2)cc1 | 37% |
| C=C(C)CN(CC)c1nc(N)c(C#N)c(CC#N)c1C#N | 1% |
| O=C(CCSc1nnc(-c2ccco2)o1)Nc1ccccc1 | 1% |
| CCCCOC(=O)COc1ccc2c3c(c(=O)oc2c1C)CCC3 | 3% |
| CCSc1nnc(NC(=O)C2Cc3ccccc3CN2C(=O)c2ccco2)s1 (stereo not drawn) | -2% |
| NC1(N)OC(CN2C(=O)c3ccccc3C2=O)CS1 (stereo not drawn) | -5% |
| O=C1CSc2nc3ccccc3n21 | -1% |
| Cc1ccccc1CNC(=O)Nc1cccs1 | -2% |
| Cc1ccc(Cl)cc1-n1c(=O)cc(N2CC(C)OC(C)C2)[nH]c1=O (stereo not drawn) | -2% |
| CCC(C)(C)n1nnnc1C(c1ccc2ncccc2c1)N1CCN2CCCC2C1 (stereo not drawn) | 3% |
| COc1ccc(CNc2oc(Cc3cccc4ccccc34)nc2C#N)cc1 | 17% |
| NC(=O)c1c(NC(=O)c2cc3ccccc3o2)sc2c1CCC2 | -10% |
| Brc1ccc(-c2noc(C(c3ccccc3)c3ccccc3)n2)cc1 | -8% |
| CCOC(=O)CCc1c(C)c2ccc(OCc3nn[nH]n3)c(C)c2oc1=O | -6% |
| C#CCN1CC(C)/C(=N/O)CC1C (stereo not drawn) | 11% |
| Cc1c(NC(=O)c2ccc(-c3cccc(Cl)c3)o2)cccc1-c1nc2ncccc2o1 | 9% |
| COc1ccc(C(=O)NC(=S)N2CCSCC2)cc1 | -11% |
| O=C(CSc1nc(N2CCCCC2)nc(N2CCCCC2)n1)N1CCN(c2ccccc2)CC1 | 5% |
| CN(CP(=O)(O)C(O)c1ccccc1)S(C)(=O)=O (stereo not drawn) | -3% |
| CC(C)c1ccc(C(=O)N2CCN(CCO)CC2)cc1 | -10% |
| Cc1ccc(N(CCCCN2C(=O)c3ccccc3C2=O)C(=O)c2cccs2)cc1 | -8% |
| O=C(NCc1ccc(F)cc1)N[C@@H](Cc1ccccc1)C(=O)O | 2% |
| CCOC(=O)N1CCN(C(=O)c2cn(CC(C)C)c(=O)c3c2c2ccccc2n3C)CC1 | 6% |
| Cc1nn(C)c2[nH]c(C(F)(F)F)cc(=O)c12 | -1% |
| O=C(c1ccc(O)cc1)c1ccc(Cl)cc1 | -12% |
| Cc1cc(C(F)(F)F)c2c(N)c(C(=O)Nc3cc(C)on3)sc2n1 | -5% |
| O=C(CCCn1c(=O)[nH]c2cc(Cl)ccc2c1=O)NCCCN1CCCC1=O | -10% |
| CCOc1ccc(NC(=O)c2ccccc2NC(=O)c2ccccc2Cl)cc1 | -13% |
| Cn1c(=S)[nH]c2ccccc21 | -13% |
| Cc1ccc(-n2cnc3c(sc4nccc(N(C)C)c43)c2=O)cc1 | -16% |
| O=C(CCCN1C(=O)c2ccccc2C1=O)NC1=NCCS1 | 3% |
| Cc1ccc2[nH]c(-c3cccc(N)c3)cc2c1 | -4% |
| CCOc1ccc(-n2c(=O)[nH]cc(C(=O)N3CCCc4ccccc43)c2=O)cc1 | -13% |
| CCCCC(=O)Nc1ccc(NC(=O)c2cc(OC)c(OC)c(OC)c2)cn1 | -4% |
| CCOC(=O)N1CCN(S(=O)(=O)c2ccc(C)cc2)C1c1ccc(OC)cc1 (stereo not drawn) | 14% |
| COc1cc(OC)c(C2C(C(=O)O)c3ccccc3C(=O)N2C)cc1OC (stereo not drawn) | 10% |

Four entries from above in another layout.
> Cn1c(=S)[nH]c2ccccc21
  EphA4 KYL inhibition = -13%

> Cc1ccc(-n2cnc3c(sc4nccc(N(C)C)c43)c2=O)cc1
  EphA4 KYL inhibition = -16%

> O=C(CCCN1C(=O)c2ccccc2C1=O)NC1=NCCS1
  EphA4 KYL inhibition = 3%

> Cc1ccc2[nH]c(-c3cccc(N)c3)cc2c1
  EphA4 KYL inhibition = -4%

New compounds follow
| mol | EphA4 KYL inhibition |
| --- | --- |
| COC(=O)c1ccc(C(=O)OC)c(NC(=O)CSc2cccc[n+]2[O-])c1 | -3% |
| CCOc1ccc2[nH]c(=O)c(CN(Cc3ccco3)C(=O)c3ccc(Br)cc3)cc2c1 | 0% |
| CSc1nc(N(C)CCO)c2sc3nc(-c4ccco4)c4c(c3c2n1)CCC4 | 47% |
| CCCC(=O)N=c1sc2cccc(F)c2n1C | -3% |
| COc1cc(-c2cc(C(F)(F)F)n3ncc(C(=O)O)c3n2)cc(OC)c1OC | -10% |
| O=C(O)c1ccccc1C(=O)c1cccs1 | -12% |
| O=C1c2ccccc2NC(c2ccc(Br)cc2)N1Cc1ccco1 (stereo not drawn) | 1% |
| Nc1nonc1-c1noc(COc2ccccc2Cl)n1 | -19% |
| CCOc1ccc(-c2nc(N)nc(C)c2-c2ccc(OC)c(OC)c2)c(O)c1 | -9% |
| COC(=O)Cc1c(C)c2ccc(OCC(=O)N(C)C)cc2oc1=O | -10% |
| Cn1c(SCc2ccccc2Cl)nc2ccccc21 | -1% |
| O=C(CSc1ncccc1C(=O)O)NCCC1=CCCCC1 | -6% |
| C=C(C)CSc1nc2c(c(=O)[nH]c(=O)n2C)n1CCC(C)C | -6% |
| Cc1cc2cc(CCNC(=O)c3ccc(S(=O)(=O)N4CCOCC4)cc3)c(=O)[nH]c2cc1C | -14% |
| CCCS(=O)(=O)N1CCCC(C(=O)N2CCN(C(=O)OCC)CC2)C1 (stereo not drawn) | 2% |
| Fc1ccc(-c2nnc(CSc3nnc(-c4cccs4)o3)o2)cc1 | 0% |
| COC(=O)C1=C(NC(=O)c2cccs2)CCS1 | -3% |
| CN(C)c1ccc(CNC(=O)CN(C)S(=O)(=O)c2cccc3cccnc23)cc1 | -5% |
| COc1ccc(C(CNC(=O)Cc2cc(OC)c(OC)c(OC)c2)N2CCCC2)cc1 (stereo not drawn) | -14% |
| CCOC(=O)N1CCN(C(=O)C2CCN(S(=O)(=O)c3c(C)cc(C)cc3C)CC2)CC1 | -14% |
| CC(=O)COc1ccccc1OC(=O)c1ccco1 | -10% |
| COc1ccccc1C(=O)NCc1ccncc1 | -13% |
| COc1ccc(OCCCOc2ccc(Cl)c(C)c2)cc1 | -3% |
| CCCCCCc1nc2ccccc2c(=O)n1NC(=O)c1c(O)c2cccc3c2n(c1=O)CCC3 | -5% |
| CCOc1ccc(NC(=O)c2ccc(I)cc2)cc1 | -1% |
| O=C(Nc1ccc(NC(=O)c2ccc(Cl)cc2Cl)cc1)c1ccc(Cl)c(Cl)c1 | 6% |
| CCOc1ccc(-c2nc(C)sc2CC(=O)O)cc1 | -36% |
| O=C1CC(C(=O)Nc2ccc(F)c(Cl)c2)N=C(N2CCCCC2)N1 (stereo not drawn) | -12% |
| Cc1cccc(CSC2=NCCN2C(=O)c2ccc(Br)o2)c1 | 3% |
| COc1ccc(OC)c(/C=N/NC(=O)CCCC(=O)Nc2cccc(Br)c2)c1 | -27% |
| Cc1nn(-c2ccccc2)c(-c2ccccc2)c1C(=O)O | -10% |
| C[N+]1(C)CCC(=C2c3ccccc3CC(=O)c3sccc32)CC1 | 15% |
| Cc1nc(S/C(=C\c2ccc(OCc3ccccc3Cl)cc2)C(=O)O)n[nH]1 | -9% |
| CCCOc1ccc(C(=O)NCc2ccco2)cc1 | -6% |
| Cc1ccccc1-n1c(SC(C)C(=O)N2CCN(C)CC2)nc2ccccc2c1=O (stereo not drawn) | -6% |
| CCC(C)[C@H](NC(=O)OC(C)(C)C)c1nnc(SCc2c(C)[nH]c(=O)[nH]c2=O)o1 (stereo partly drawn) | -4% |
| CCOc1ccc(NC2=NCC(=O)N2Cc2cccs2)cc1 | 7% |
| Cc1cccc(C(=O)NCCCN2CCCC2=O)c1 | -8% |
| CC(C)n1c(C(O)c2ccc3c(c2)OCO3)nc2ccccc21 (stereo not drawn) | -1% |
| Cc1noc(C)c1CSCC(=O)OCc1nc2ccccc2c(=O)n1CC#N | 6% |
| Cc1ccc(C)c(NC(=O)c2ccc[n+](Cc3ccc([N+](=O)[O-])cc3)c2)c1 | -16% |
| CC1CCCCC1NC(=O)CC1Oc2ccccc2NC1=O (stereo not drawn) | 0% |
| CCOC(=O)c1sc(=S)n(-c2cccc(C(F)(F)F)c2)c1SC | -14% |
| CCOc1cccc(-c2nnc3sc(-c4ccc(C)cc4)nn23)c1 | -17% |
| C=CCOc1ccc(CNC(C)(C)CO)cc1OCC | -6% |
| COc1ccc(S(=O)(=O)NNC(=O)C23CC4CC(CC(C4)C2)C3)cc1 | 5% |
| COc1ccccc1N1C(=O)C2CC(C)=C(C)CC2C1=O (stereo not drawn) | -2% |
| COc1cc(C)c(C(C)C)cc1S(=O)(=O)N1CCOCC1 | -14% |
| CCOC(=O)c1c(-c2ccccc2)oc2ccc(OC(=O)c3ccco3)cc12 | -5% |
| O=C1NC(=S)N(c2ccc(Br)cc2)C(=O)/C1=C/c1ccc(N2CCOCC2)o1 | -7% |

The results go on:
| mol | EphA4 KYL inhibition |
| --- | --- |
| O=C(/C=C/Nc1ccccc1OC(F)(F)F)C(F)(F)F | -10% |
| O=C(NC(NC1CCS(=O)(=O)C1)C(Cl)(Cl)Cl)c1ccc(Br)cc1 (stereo not drawn) | -12% |
| CCSc1nnc(NC(=O)C(C)(C)C)s1 | 2% |
| CCOC(=O)C1=C(C)N=c2s/c(=C\c3ccc(NC(C)=O)cc3)c(=O)n2C1c1ccc(OC)c(OC)c1 (stereo not drawn) | -4% |
| COc1ccc(CNC(=O)C2CC(c3ccc(F)cc3)=NO2)cc1 (stereo not drawn) | 0% |
| CCCc1nnc(SCC(=O)N2CCCCC2)n1CC1CCCO1 (stereo not drawn) | -10% |
| CCCCN(CCCC)C(=O)CSc1nc2sc(C)c(C)c2c(=O)[nH]1 | -8% |
| COc1ccc(CNC(=O)c2cc3c(s2)CS(=O)C3)cc1 (stereo not drawn) | 1% |
| COc1ccc(CN2CCCC(C(=O)N3CCCC3)C2)cc1 (stereo not drawn) | -4% |
| CCOC(=O)c1cccc(N/C=C/C(=O)c2ccc(OC)c(OC)c2)c1 | -1% |
| COc1ccc(CCNC(=O)C2CCN(c3ccc(N4CCOCC4)nn3)CC2)c(OC)c1 | 0% |
| OC1CCN(c2c3c(nc4cc(-c5ccc(F)cc5)nn24)CCC3)CC1 | -1% |
| COc1ccc(/C=C/C(=O)Nc2ccc(F)c([N+](=O)[O-])c2)cc1 | 4% |
| CCOC(=O)NC1(C(F)(F)F)C(=O)NC(C)=C1C(=O)OC (stereo not drawn) | 9% |
| Cc1c(OCc2ccccc2)ccc2c3c(c(=O)oc12)CCC3 | -9% |
| O=C(c1ccccc1)N1CCN(C2c3cccc4cccc(c34)C2NS(=O)(=O)c2ccccc2)CC1 (stereo not drawn) | 9% |
| O=S(=O)(/N=C(\Sc1ccc(Cl)cc1)c1ccccc1)c1ccccc1 | 10% |
| CCOC(=O)c1cnc(SC)nc1Sc1cc(Cl)ccc1Cl | 20% |
| Cc1ccc2oc(-c3ccc(NC(=O)Cc4ccccc4)cc3O)nc2c1 | -3% |
| CCC(Sc1nc2cc3c(cc2c(=O)n1Cc1ccco1)OCO3)C(=O)Nc1cccc(OC)c1 (stereo not drawn) | -8% |

Individual results from the entries so far.
EphA4 KYL inhibition result of Cc1ccc2oc(-c3ccc(NC(=O)Cc4ccccc4)cc3O)nc2c1 = -3%
EphA4 KYL inhibition result of CCOC(=O)c1cnc(SC)nc1Sc1cc(Cl)ccc1Cl = 20%
EphA4 KYL inhibition result of COc1ccc(/C=C/C(=O)Nc2ccc(F)c([N+](=O)[O-])c2)cc1 = 4%
EphA4 KYL inhibition result of O=S(=O)(/N=C(\Sc1ccc(Cl)cc1)c1ccccc1)c1ccccc1 = 10%

More compounds
| mol | EphA4 KYL inhibition |
| --- | --- |
| CSc1oc(-c2ccccc2)nc1S(=O)(=O)c1ccc(C)cc1 | 2% |
| Cc1ccc(S(=O)(=O)N2CCOCC2)cc1C(=O)NCCCn1ccnc1 | 5% |
| CCc1nnc(NC(=O)c2cccc(S(=O)(=O)N3CCc4ccccc43)c2)s1 | -11% |
| COc1ccc(-c2ccnc3nc(N4CCOCC4)nn23)cc1 | -4% |
| Cc1cc(C)c2c(=O)[nH]n(C3CCOC(C)(C)C3)c2n1 (stereo not drawn) | 10% |
| Cc1ccc(N(C(=O)c2ccccn2)C2(C(=O)NC3CCCC3)CCCCC2)cc1 | 0% |
| CCc1c(C)sc(NC(=O)c2cc(C3CC3)on2)c1C#N | 9% |
| CCOc1c2ccc(C(=O)NCc3ccco3)cc2nn1CC | -3% |
| Cc1cc(N2CCCCC2)n2ncc(-c3ccc(Cl)cc3)c2n1 | 27% |
| O=C(NCCN1CCOCC1)C1CCC(=O)N1Cc1ccc(F)cc1 (stereo not drawn) | -6% |

Some of the entries so far, field by field.
CCC(Sc1nc2cc3c(cc2c(=O)n1Cc1ccco1)OCO3)C(=O)Nc1cccc(OC)c1 (stereo not drawn)
- EphA4 KYL inhibition: -8%

CCCC(=O)N=c1sc2cccc(F)c2n1C
- EphA4 KYL inhibition: -3%

CC(=O)COc1ccccc1OC(=O)c1ccco1
- EphA4 KYL inhibition: -10%

(next part)
| mol | EphA4 KYL inhibition |
| --- | --- |
| Cc1cc(NCc2ccccc2)nc(N2CCOCC2)n1 | -12% |
| COc1cccc(CNc2cc(CSc3ccc(Cl)cc3)nc(C)n2)c1 | 4% |
| O=C(OC1CCN(c2ncc(C(F)(F)F)cc2Cl)CC1)c1cccc(C(F)(F)F)c1 | -7% |
| CCOC(=O)C1=C(CSc2nc3ccccc3s2)NC(=O)NC1c1ccc(OC)cc1 (stereo not drawn) | -5% |
| Cc1ccccc1Nc1nc(CSc2nnnn2-c2ccccc2)cs1 | -5% |
